Screens (PubChem BioAssay)
EBV LMP1 NFkB: reduces LMP1-driven NF-kappaB luciferase signal; LMP1-induced NF-kappaB luciferase reporter cells, luminescence; inhibition, % at 12.5 µM; 350,000 tested, 0.69% active; AID 504558; in the data active = inhibition above about 41%;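 note: 0% = neutral control wells and 100% = reference inhibitor control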
C8 TRAIL sens: caspase-8 TRAIL sensitization. NB7+C8 cells + TRAIL, ATPlite viability luminescence. inhibition (viability loss, TRAIL sensitization), % at 10 µM. 360,000 tested, 1% active;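 active = compounds causing at least 50% loss of cell viability in the single-dose screen, relative to plate controls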
TWEAK-Fn14 inh: TWEAK-Fn14 signaling inhibition. TWEAK-stimulated Fn14 reporter cells, luciferase luminescence, 8 h. 360,000 tested, 2% active. AID 1159606. inhibition, % at 10 µM; in the data active = inhibition above about 50%
TROY signal inh: blocks TROY-dependent signaling in reporter cells | Q293 LMP1-TROYcd NF-kB luciferase reporter, 4 h | inhibition, % at 10 µM | 360,000 tested, 0.98% active;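 active = compounds whose plate-normalised and pattern-corrected inhibition of the luciferase reporter signal at the single screening dose is 50% or more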
NR5A2 inv ag: inverse agonists of human LRH-1 (NR5A2) | HEK293T StAR-luciferase reporter, LRH-1 transfected, 24 h | 360,000 tested, 0.13% active | O00482 | inhibition, % at 3.6 µM | AID 602396;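 active = inhibition above the mean inhibition of all tested compounds plus 3 SD, cut at about 73% in these data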;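 note: 0% = DMSO wells and 100% = reporter-only cells lacking LRH-1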
NCOA1 inh: human NCOA1 inhibition. HEK293 GAL4-SRC1 luciferase reporter, luminescence. inhibition, % at 3.6 µM. 360,000 tested, 0.12% active;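 active = inhibition above the campaign mean plus 3 SD, with each screening campaign given its own cutoff, cut at about 60% in these data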;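 note: 0% = DMSO treated cells and 100% = gossypol at 36 µM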
SRC3 inh: inhibitors of human steroid receptor coactivator 3 (SRC3) | AID 588352 | Q9Y6Q9 | inhibition, % at 3.6 µM | 360,000 tested, 0.17% active | HEK293 GAL4-SRC3 luciferase reporter, luminescence;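 active = inhibition above a per-campaign cutoff, the mean of all compounds plus 3 SD, cut at about 60% in these data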;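 note: 0% = DMSO-treated cells and 100% = gossypol-treated cells at 36 µM; higher means less SRC3-driven luciferase light from the GAL4 reporter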
Target sequence (Q9Y6Q9 whole entry, looked up, the tested form may be a part): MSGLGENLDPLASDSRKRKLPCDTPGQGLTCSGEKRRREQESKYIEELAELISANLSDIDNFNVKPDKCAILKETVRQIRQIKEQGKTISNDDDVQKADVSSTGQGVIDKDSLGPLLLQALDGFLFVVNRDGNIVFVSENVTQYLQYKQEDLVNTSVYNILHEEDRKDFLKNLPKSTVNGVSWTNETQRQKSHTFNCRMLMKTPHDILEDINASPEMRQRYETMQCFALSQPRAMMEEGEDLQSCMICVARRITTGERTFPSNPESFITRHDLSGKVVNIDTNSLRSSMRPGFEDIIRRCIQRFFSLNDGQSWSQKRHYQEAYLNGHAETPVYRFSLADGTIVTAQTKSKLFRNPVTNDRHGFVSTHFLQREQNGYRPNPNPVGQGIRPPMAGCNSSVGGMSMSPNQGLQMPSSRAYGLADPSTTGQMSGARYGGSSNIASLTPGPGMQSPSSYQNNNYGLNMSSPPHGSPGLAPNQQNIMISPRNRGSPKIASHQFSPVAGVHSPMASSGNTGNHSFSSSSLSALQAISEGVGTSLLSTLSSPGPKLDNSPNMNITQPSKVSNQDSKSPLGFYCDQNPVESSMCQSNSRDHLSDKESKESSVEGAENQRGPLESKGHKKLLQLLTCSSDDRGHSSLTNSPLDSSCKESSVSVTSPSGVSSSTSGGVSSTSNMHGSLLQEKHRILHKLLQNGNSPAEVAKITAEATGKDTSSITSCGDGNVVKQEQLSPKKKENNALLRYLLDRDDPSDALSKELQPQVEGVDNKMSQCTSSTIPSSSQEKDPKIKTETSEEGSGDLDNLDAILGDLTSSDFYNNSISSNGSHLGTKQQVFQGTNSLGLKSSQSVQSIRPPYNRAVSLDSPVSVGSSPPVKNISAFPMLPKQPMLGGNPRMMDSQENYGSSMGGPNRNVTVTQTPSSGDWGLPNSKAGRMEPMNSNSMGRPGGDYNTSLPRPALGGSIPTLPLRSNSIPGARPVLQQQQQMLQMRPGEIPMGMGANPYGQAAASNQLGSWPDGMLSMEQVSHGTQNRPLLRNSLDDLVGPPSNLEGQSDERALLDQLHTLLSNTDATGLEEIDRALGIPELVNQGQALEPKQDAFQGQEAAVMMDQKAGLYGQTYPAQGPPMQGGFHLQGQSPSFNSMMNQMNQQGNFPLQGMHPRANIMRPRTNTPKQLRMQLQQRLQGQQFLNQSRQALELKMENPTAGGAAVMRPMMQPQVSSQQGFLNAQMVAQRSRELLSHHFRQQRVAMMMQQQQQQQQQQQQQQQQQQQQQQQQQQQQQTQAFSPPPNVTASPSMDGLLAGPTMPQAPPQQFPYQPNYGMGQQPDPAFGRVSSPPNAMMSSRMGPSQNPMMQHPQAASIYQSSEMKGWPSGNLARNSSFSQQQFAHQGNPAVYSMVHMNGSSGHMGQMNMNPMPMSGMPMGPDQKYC
TLR9-MyD88 inh: inhibitors of human TLR9-MyD88 binding. CHO BLA complementation TLR9-MyD88, CCF4 FRET ratio. inhibition, % at 4.98 µM. 340,000 tested, 0.21% active. AID 504734;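 active = inhibition above the mean over all tested compounds plus 3 SD, cut at about 21% in these data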;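 note: 0% = DMSO only wells and 100% = clavulanate BLA inhibitor control wells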
COUP-TFII inh: NR2F2 (human) inhibition, primary screen; HEK293T NGFI-A luciferase reporter, luminescence; AID 686940; P24468; 370,000 tested, 0.7% active; inhibition, % at 8.6 µM;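 active = inhibition above a per-plate cutoff, mean inhibition of test wells between control levels plus 3 SD, cut at about 38% in these data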;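 note: cells cotransfected with COUP-TFII expression vector driving the NGFI-A reporter; 0% = median of COUP-TF2 test wells and 100% = reporter-only cells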
SRC2 inh: inhibits human steroid receptor coactivator 2. AID 651957. HEK293 GAL4-SRC2 luciferase reporter, luminescence. Q15596. 370,000 tested, 0.17% active. inhibition, % at 9 µM;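 active = inhibition above the mean inhibition of all tested compounds plus 3 SD, set per campaign, cut at about 52% in these data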;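 note: 0% = DMSO treated cells and 100% = cells given Gossypol at 36 µM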
NOD2-RIPK2 inh: inhibitors of human NOD2-RIPK2 interaction. inhibition, % at 4.98 µM. CHO BLA complementation NOD2-RIPK2, CCF4 ratio. O43353. 360,000 tested, 0.38% active. AID 624267; in the data active = inhibition above about 21%;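 note: 0% = vehicle only and 100% = reference blocker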
Starred values were filed as active, the others as inactive; x = no result given.

Preview:
SMILES	EBV LMP1 NFkB	C8 TRAIL sens	TWEAK-Fn14 inh	TROY signal inh	NR5A2 inv ag	NCOA1 inh	SRC3 inh	TLR9-MyD88 inh	COUP-TFII inh	SRC2 inh	NOD2-RIPK2 inh
COc1ccc(C(=O)Nc2cccc(OC(=O)c3ccco3)c2)cc1	-14	32	2	-74	-85	-45	-79	4	-34	-44	10
C[C@H](CO)N1C[C@H](C)[C@@H](CN(C)S(=O)(=O)c2cn(C)cn2)Oc2ccc(NC(=O)Nc3ccccc3)cc2C1=O	0	1	12	3	-12	-16	-3	5	0	12	-2
NC(=O)c1cc(NC(=O)c2cc(Br)c(Br)s2)cc(C(N)=O)c1	6	-13	14	8	8	2	7	7	0	6	-17

All compounds of this part (from the top)
SMILES	EBV LMP1 NFkB	C8 TRAIL sens	TWEAK-Fn14 inh	TROY signal inh	NR5A2 inv ag	NCOA1 inh	SRC3 inh	TLR9-MyD88 inh	COUP-TFII inh	SRC2 inh	NOD2-RIPK2 inh
COc1ccc(C(=O)Nc2cccc(OC(=O)c3ccco3)c2)cc1	-14	32	2	-74	-85	-45	-79	4	-34	-44	10
C[C@H](CO)N1C[C@H](C)[C@@H](CN(C)S(=O)(=O)c2cn(C)cn2)Oc2ccc(NC(=O)Nc3ccccc3)cc2C1=O	0	1	12	3	-12	-16	-3	5	0	12	-2
NC(=O)c1cc(NC(=O)c2cc(Br)c(Br)s2)cc(C(N)=O)c1	6	-13	14	8	8	2	7	7	0	6	-17
COc1ccccc1-n1c(SCC(=O)N2CCCCC2)nc(O)c(Cc2ccccc2)c1=O	3	2	7	-7	-16	2	-13	-5	-1	-1	-9
COc1cc(OC)cc(C(=O)Nc2nc(CC(=O)NCc3ccccc3OC)cs2)c1	1	24	32	20	6	-7	-5	-1	11	4	5
CN(CC(=O)Nc1c(Cl)cccc1Cl)CC(=O)N1CCc2ccccc21	7	5	11	10	-29	-46	0	-4	-7	12	-3
O=C(NCC1CCCO1)c1cccc(NC(=O)c2ccc(Br)cc2)c1 (stereo not drawn)	13	7	-5	-8	-5	-16	-2	-5	-2	8	1
CCOc1ccc(S(=O)(=O)Nc2cc(Cl)ccc2O)cc1	6	9	9	35	10	-12	18	-9	-2	-23	-4
CCc1nc2ccc(C(=O)N3CCN(C(=O)c4ccco4)CC3)cn2c1N(C)CCC(C)C	x	-17	-1	-5	-32	4	17	x	0	25	-9
N#C/C(=C/c1ccc(OCc2ccc(C(=O)O)cc2)c(Br)c1)c1cccc(F)c1	-5	15	-69	34	13	5	10	-10	-2	-41	-19
CCOc1ccccc1N1CN(C2CCCCC2)CNC1=S	x	10	-10	15	-4	-20	24	x	7	3	-6
COc1cc(/C=C/c2nnc3c4ccccc4ncn23)cc(OC)c1OC	-9	26	44	9	13	1	12	16	-3	-5	-7
CC(C)OCCCNC(=S)N1CCC(C(=O)c2ccc3c(c2)OCCO3)CC1	-2	-8	8	-11	-2	0	2	1	-3	4	-8
CN1CCN(Cc2cccc(Oc3ccccc3)c2)CC1	-4	-6	7	-9	-10	5	17	2	8	10	-7
S=c1nc(COc2ccccc2)[nH]c2ccccc12	-9	4	11	-4	-104	-113	-60	1	-31	-35	-5
CCN(Cc1ccncc1)Cc1ccc(OC)cc1OC	-8	10	0	10	4	6	4	-8	13	21	-2
O=C1/C(=C/c2cccs2)COc2ccccc21	-7	14	11	-55	14	-4	-35	9	-18	-103	3
COC(=O)CN1C(=O)C(C)=C(c2ccc(C)cc2)S1(=O)=O	-1	-8	1	-16	-6	10	14	8	-4	12	1
CCS(=O)(=O)N1CCN(S(=O)(=O)c2ccc3ccccc3c2)CC1	2	-1	4	-3	-17	19	-4	-23	-5	-3	4
O=C(NC(Nc1nc2ccc([N+](=O)[O-])cc2s1)(C(F)(F)F)C(F)(F)F)c1ccccc1Cl	53*	29	90*	66*	98*	73*	74*	1	75*	-7	19
COc1ccc(C(=O)COC(=O)COc2cccc3c2OC(C)(C)C3)c(OC)c1	-1	-17	4	-9	-19	1	2	8	-22	-7	3
CC1C(=O)N2CCCc3cc(NC(=O)C(=O)NCc4cccnc4)cc1c32 (stereo not drawn)	4	8	-7	-12	2	-12	6	-6	-38	-17	-9
CC(=O)Oc1ccccc1C1=NN(C(=O)/C=C/c2ccccc2)C(c2ccccc2)C1 (stereo not drawn)	1	-3	34	-4	13	1	6	-1	-7	8	-12
CCc1nc2ccc(C(=O)Nc3ccc4c(c3)OCC(=O)N4)cn2c1N(CC)Cc1cccc(Br)c1	x	4	13	17	-55	-3	-11	x	4	17	-5
CCC1CCCCN1CCN1C(=O)C2C(C(=O)Nc3cccc(OC)c3)C3C=CC2(O3)C1C(=O)NC1CCCCC1 (stereo not drawn)	-5	8	0	-9	-12	-1	-7	-1	16	-3	3
C/C(=C\c1ccccc1)C(=O)Nc1ccc(Cl)cn1	-38	19	28	-26	-174	-88	-82	5	-17	-28	3
CC1Cc2ccccc2N1C(=O)CCn1c(=O)sc2ccccc21 (stereo not drawn)	-10	3	-13	-41	-27	-1	-6	5	-14	-16	5
Cc1ccccc1-c1nc(CN2CCC(C(=O)NCCCN3CC(C)CC(C)C3)CC2)c(C)o1 (stereo not drawn)	-24	28	-31	0	12	-7	-2	-6	-11	-6	2
CC(=O)Nn1c(COc2ccccc2C)nc2ccccc2c1=O	-9	-6	-5	9	-5	-1	12	-5	-4	-15	-12
COc1ccc(CN(C)C(=O)C2CCN(S(=O)(=O)c3cccs3)CC2)cc1F	4	-1	13	-13	-4	-14	-6	-3	4	26	9
Cc1cc(C)n(CC(O)COc2ccccc2)n1 (stereo not drawn)	-5	-1	-6	8	16	-9	11	-1	1	-29	-5
Oc1ccccc1-c1cc(-c2ccc(F)cc2)n[nH]1	-51	5	15	-42	-119	-124	-100	2	-20	-55	-3
NS(=O)(=O)c1ccc(CCNC(=O)CCc2ccccc2)cc1	x	-8	1	30	-8	-1	12	x	12	-9	-9
Cn1c(CNC(=O)C(Cc2ccccc2)NC(=O)c2ccccc2F)cc(=O)n(C)c1=O (stereo not drawn)	3	-2	-5	-8	-10	4	-3	4	-13	-18	0
Cc1cc(N2CCN(C(c3ccnc4ccccc34)c3nnnn3-c3c(C)cccc3C)CC2)c2ccccc2n1 (stereo not drawn)	x	16	1	-19	12	x	x	x	11	0	-4
COc1ccc(N2CC(NS(=O)(=O)c3cccnc3)CC2=O)cc1OC (stereo not drawn)	3	-9	2	-5	-13	-2	15	-7	-22	-25	-14
COc1ccccc1C1(O)CC2CCC(C1)N2S(=O)(=O)c1ccc(C(C)=O)cc1 (stereo not drawn)	3	-3	-23	3	21	10	8	-7	18	7	1
Cc1ccc(S(=O)(=O)N2CCCC(C(=O)O)C2)s1 (stereo not drawn)	9	5	-10	-15	-18	9	0	-9	4	-16	0
Cc1ccc(C(=O)NNc2ncnc3c2cnn3C)cc1	-3	15	-22	-6	5	-5	8	1	13	-34	-10
CCCC12CN3CC(C)(CN(C1)C3c1ccc3c(c1)OCO3)C2=O (stereo not drawn)	-7	1	16	x	9	17	10	-4	4	0	-11
Nc1nc(N2CCN(C(=O)c3ccco3)CC2)nc2ccc(Br)cc12	-45	-2	-31	-80	-202	-99	-64	3	x	x	-3
COc1ccc(CCNc2ccc(C(CC(N)=O)NC(=O)c3ccccc3)cc2[N+](=O)[O-])cc1 (stereo not drawn)	6	11	-1	11	-3	10	-2	-4	-8	-23	-14
NC(=O)COc1cccc(/C=N/NC(=O)c2ccc(-n3cccc3)cc2)c1	-1	3	9	11	4	-7	-5	-4	-10	-3	5
CNC(=S)N1N=C(c2ccc(OC)cc2)CC1c1ccccc1Cl (stereo not drawn)	10	10	-16	-13	16	4	-3	3	14	-12	0
CCN(CC(=O)Nc1c(F)cccc1F)C(=O)c1cc(C)oc1C	10	-15	-3	10	-5	11	3	1	11	-15	6
CC(C)CC(=O)c1c[nH]c(C(=O)NCCCN2CCOCC2)c1	4	-17	3	-5	3	-34	5	7	7	-1	1
COc1ccc(S(=O)(=O)N(CCc2ccccc2)CC(=O)NC(C)C)cc1	2	6	1	24	-6	-1	4	-11	4	7	-25
CCOC(=O)C1=NN(C(C)=O)C2(CC(=O)N(c3cc(C)cc(C)c3)C2=O)C1 (stereo not drawn)	1	-3	-9	-15	-4	9	-1	-19	-15	4	-1
CN1CCN(C(=O)CCC(=O)O)CC1	-3	-10	10	4	-3	0	23	-16	0	-30	-14
CCc1c(N)nc(N)nc1Nc1ccccc1C	5	-6	21	1	-2	6	-4	-13	2	15	-4
CCOC(=O)C1(CCOC)CCN(C(C)CCc2ccc(OC)cc2)CC1 (stereo not drawn)	-6	4	-10	-4	0	-10	14	1	-7	-21	-3
O=C(Cn1ccccc1=O)c1cccs1	-8	0	-2	-10	10	7	0	8	-10	-29	-15
O=C1CCCN1CCCNS(=O)(=O)c1ccc(F)cc1F	1	-22	-12	7	20	-5	6	3	-7	-8	5
FC(c1nc2ccccc2[nH]1)C(F)(F)F (stereo not drawn)	5	-15	0	7	3	-11	-9	4	28	4	-6
CCOC(=O)Cc1cc(=O)n2[nH]c(C)c(C#N)c2n1	-4	-42	-7	9	15	-12	10	-6	8	-15	5
Cc1cc(Oc2nnnn2-c2ccccc2)ccc1Cl	3	-4	-6	-77	20	-21	5	-9	-14	-3	-2
COC(=O)C1=C(C)N(C)C(=O)NC1c1ccc(O)c(OC)c1 (stereo not drawn)	0	-10	-9	-10	0	6	1	-2	14	4	-4
N#Cc1cnc2nc1NCCCCCCC2	2	-10	17	5	-26	2	7	3	25	-14	-7
O=C(Nn1cnnc1)c1cc([N+](=O)[O-])cc([N+](=O)[O-])c1	3	-4	20	-13	-14	13	15	-6	-13	10	-4
CN(C)CCOc1ccc(Cl)cc1C(C)(C)C	4	3	-7	2	-1	-2	15	-4	1	11	3

Following part.
SMILES	EBV LMP1 NFkB	C8 TRAIL sens	TWEAK-Fn14 inh	TROY signal inh	NR5A2 inv ag	NCOA1 inh	SRC3 inh	TLR9-MyD88 inh	COUP-TFII inh	SRC2 inh	NOD2-RIPK2 inh
O=C(CC1(O)C(=O)Nc2ccccc21)c1cccnc1 (stereo not drawn)	-1	-7	-8	9	23	-19	6	6	9	-3	-10
O=C(CS(=O)c1cccc(C(F)(F)F)c1)Nc1ccc(Cl)cc1Cl (stereo not drawn)	8	-16	7	-2	5	4	17	0	-6	-2	7
CCCn1ncc(C(=O)N(C)C2CCCN(Cc3ccccc3F)C2)c1C (stereo not drawn)	3	2	4	3	-11	19	16	-7	1	-2	-7
Nc1nnc(SCC(=O)OCc2ccc(Cl)c(Cl)c2)s1	-6	-15	1	6	9	-21	-4	-6	-5	24	-5
CSc1nn2cc(CCN3CCOCC3)c(-c3ccc(F)cc3)nc2c1C#N	4	-9	3	9	39	-6	12	-11	3	16	-7
CCC(=O)Nc1ccc(C(=O)CSc2nc3ccc(C)cc3[nH]2)cc1	-39	-4	0	-59	-27	-10	7	-13	2	12	-7
CC(=O)c1cccc(S(=O)(=O)N2CCCC(c3nc4c(nnn4Cc4ccc(C)cc4)c(=O)[nH]3)C2)c1 (stereo not drawn)	-2	22	-16	3	10	-2	-13	7	-11	-10	0
O=C(O)c1ccccc1C(=O)N1CCN(c2ccccc2)CC1	-8	-4	-5	-16	-13	0	-33	-4	7	-9	-1
O=C(COC(=O)c1ccccc1Br)Nc1nnc(-c2ccccc2)o1	-2	-2	-5	-15	-13	-3	7	10	5	-11	7

These rows are one share of the data. The share of hits here may be higher or lower than overall.
